Bioassay records (PubChem)
EWS-Fli inh: EWS/Fli-driven NR0B1 reporter inhibitors, primary screen, A673 cells, NR0B1 luciferase, luminescence, MLPCN library | viability-normalised | inhibition, % at 12.6 µM | 350,000 compounds, 0.67% hits;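 active = mean inhibition of at least 50% after viability correction, with every replicate also passing that limit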;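 note: firefly luciferase signal divided by Alamar Blue viability fluorescence both relative to DMSO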
FN deposit inh: inhibitors of fibronectin matrix deposition, primary screen, AH1F cells, Alexa488-fibronectin fluorescence, plate reader | inhibition, % at 12.6 µM | 350,000 compounds, 0.086% hits | AH1F fibroblasts, overnight | AID 743247, 2014;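 active = mean inhibition across replicates of 30% or more, regardless of how many single replicates reach that level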;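 note: positive control wells lacked labelled fibronectin entirely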
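Measured by – fluorescence 485/525 nm · System – AH1F fibroblast monolayer, labelled fibronectin deposition · Amount – 10000 cells per well · Buffer or medium – serum-reduced DMEM (2% serum) · Doses – single dose, pinned · Also added – fluorescent fibronectin at 24 nM final · Schedule – 1 h cell attachment, overnight exposure to compound and label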
S100A4 inh HTS: inhibitors of S100A4-myosin IIA peptide binding, primary screen, biochemical, fluorescence polarization, TAMRA-MyoIIA peptide; Protein S100-A4 (Homo sapiens), P26447; 360,000 compounds, 0.14% hits; AID 652163, 2013; inhibition, % at 10.7 µM;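 active = mean inhibition of at least 70% across replicates, with every replicate also reaching that level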
Target sequence (P26447 whole entry, looked up): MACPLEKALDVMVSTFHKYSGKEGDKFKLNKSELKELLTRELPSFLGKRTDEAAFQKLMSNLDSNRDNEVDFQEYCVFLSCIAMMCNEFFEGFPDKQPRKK
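System – human S100A4 monomer protein, biochemical binding assay · Buffer or medium – Calcium-containing HEPES buffer, pH 7.2 · Timing – 5 min between mix addition and reading · Also added – TAMRA-labelled myosin IIA heavy-chain peptide probe, 5 nM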
PGC1a acetyl inh: inhibitors of PGC1a acetylation signal, primary screen, cell-based, U2OS, AlphaScreen, inhibitor mode; AlphaScreen anti-acetyl-lysine; with virally co-expressed GCN5 acetyltransferase; 350,000 compounds, 0.17% hits; inhibition, % at 15.6 µM;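 active = every replicate shows inhibition of at least 40%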;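 note: 0% = neutral control wells and 100% = positive control wells; some results beyond the cut were filed as inactive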
PAX8 inh HTS: inhibitors of PAX8-driven TPO luciferase reporter, primary screen, RMG-I cells, single concentration | SteadyGlo, 24 h | inhibition, % at 12.6 µM | 360,000 compounds, 1.2% hits;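 active = mean replicate inhibition at least 60% with every replicate also reaching 60%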;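 note: luciferase light reporting Pax8 driven TPO promoter activity; plate controls were median of neutral control wells for no effect and mitoxantrone controls for full effect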
PglD DTNB: C. jejuni PglD acetyltransferase inhibitors, primary screen, biochemical, DTNB colorimetric, single point | inhibition, % at 12.5 µM | purified PglD enzyme, DTNB colorimetric CoA detection | UDP-N-acetylbacillosamine N-acetyltransferase PglD (Campylobacter jejuni) | 360,000 compounds, 0.098% hits; in the data active = inhibition above about 16%, passing the limit was not always enough; note: strong numbers were not always called active
LGR2 antag: inhibitors of bursicon-induced LGR2 CRE-luciferase signal, primary screen, cell-based, HEK293, CRE-luciferase reporter, bursicon stimulation; inhibition, % at 9.99 µM; 380,000 compounds, 0.35% hits; AID 720647, 2013; bursicon-stimulated, 4 h; Drosophila bursicon receptor LGR2 (rickets);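 active = drop in luminescence signal, shown as inhibition above about 50% in the replicate tests, limit read from the data, passing the limit was not always enough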;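 note: agonist challenge used bursicon conditioned medium at about half maximal strength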
ERAP1 inh: human ERAP1 aminopeptidase inhibitors, primary screen, biochemical, single point, plate reader; Endoplasmic reticulum aminopeptidase 1 (Homo sapiens), Q9NZ08; recombinant ERAP1, Leu-AMC fluorescence, 60 min; inhibition, % at 10.7 µM; 340,000 compounds, 0.15% hits;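 active = mean replicate inhibition of at least 30%, or all replicates individually reaching that 30% level; inactive = mean below 30% and not every replicate reaching it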;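 note: 0% = neutral control wells and 100% = L-leucinethiol positive control wells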
Target sequence (Q9NZ08 whole entry, looked up): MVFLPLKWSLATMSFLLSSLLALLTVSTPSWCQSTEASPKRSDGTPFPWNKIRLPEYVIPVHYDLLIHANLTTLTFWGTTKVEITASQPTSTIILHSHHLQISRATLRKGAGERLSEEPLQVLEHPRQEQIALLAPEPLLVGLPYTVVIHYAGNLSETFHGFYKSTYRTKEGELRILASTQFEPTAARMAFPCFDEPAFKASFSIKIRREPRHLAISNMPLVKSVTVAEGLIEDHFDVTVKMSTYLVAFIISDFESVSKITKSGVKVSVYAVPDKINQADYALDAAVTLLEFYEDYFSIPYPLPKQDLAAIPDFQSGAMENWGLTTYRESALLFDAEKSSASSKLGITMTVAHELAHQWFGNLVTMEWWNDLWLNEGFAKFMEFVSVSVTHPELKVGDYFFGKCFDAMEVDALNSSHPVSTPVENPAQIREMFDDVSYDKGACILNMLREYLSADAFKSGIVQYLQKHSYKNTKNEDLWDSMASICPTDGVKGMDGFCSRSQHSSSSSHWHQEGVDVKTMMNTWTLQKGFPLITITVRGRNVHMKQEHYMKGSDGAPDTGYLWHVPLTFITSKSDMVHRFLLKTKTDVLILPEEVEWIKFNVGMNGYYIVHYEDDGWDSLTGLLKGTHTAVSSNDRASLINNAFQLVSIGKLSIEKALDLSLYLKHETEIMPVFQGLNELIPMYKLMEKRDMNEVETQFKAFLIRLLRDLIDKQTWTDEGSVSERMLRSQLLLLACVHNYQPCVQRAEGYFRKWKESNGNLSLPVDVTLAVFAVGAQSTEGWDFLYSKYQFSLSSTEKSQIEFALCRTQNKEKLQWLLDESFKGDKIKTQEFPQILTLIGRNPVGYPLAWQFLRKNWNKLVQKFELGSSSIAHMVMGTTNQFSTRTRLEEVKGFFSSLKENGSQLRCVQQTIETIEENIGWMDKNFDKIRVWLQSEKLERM
Numbers without * were called inactive; x = not tested or not shown.

The line under a structure holds: EWS-Fli inh	FN deposit inh	S100A4 inh HTS	PGC1a acetyl inh	PAX8 inh HTS	PglD DTNB	LGR2 antag	ERAP1 inh
1) O=C(c1ccc2c(c1)OCO2)N1C[C@H]2[C@@H](c3ccccc31)[C@H](CO)N2CC1CCCC1
→ 2	x	5	-13	13	-3	-2	2
2) C=C(C(=O)c1ccccc1)C(NC(C)(C)C)c1ccccc1 (stereo unspecified)
→ 43	19	28	x	81*	x	101*	4
3) CN(C)CC(=O)N[C@@H]1C=C[C@@H](CC(=O)O)O[C@@H]1CO
→ -6	-13	-3	-3	x	x	10	2
4) C[C@H]1CN([C@@H](C)CO)S(=O)(=O)c2ccc(C3=CCCC3)cc2O[C@@H]1CN(C)Cc1ccccc1F
→ 33	-12	1	-8	16	0	0	-2
5) CCN(C(=O)COC(=O)c1cccc(-n2cnnn2)c1)C1CCCCC1
→ -4	-9	-4	5	-19	-1	13	1
6) CCOC(=O)c1c(C)[nH]c(C(=O)CSc2nnc(C3CC3)n2N)c1C
→ x	2	x	0	-6	3	x	x
7) CCCS(=O)(=O)c1c(S(=O)(=O)CCC)c2c(N)cccn2c1C(=O)c1ccccc1
→ -6	x	-4	1	x	5	6	2
8) C/C=C/c1ccc2c(c1)O[C@H](CN(C)C(=O)Cc1cccnc1)[C@@H](C)CN([C@@H](C)CO)S2(=O)=O
→ -4	x	2	4	5	0	6	1
9) O=C(CSc1ccc2nnc(-c3cccnc3)n2n1)Nc1ccccc1C(F)(F)F
→ x	2	-1	x	6	1	18	-2
10) COc1ccc2c3c(n(C)c2c1)[C@@H](CO)N(C(=O)NC(C)C)CC31CCN(CC2CC2)CC1
→ 3	x	6	x	-10	x	-12	1

Marked active in LGR2 antag (from the list above):
entry	structure	S100A4 inh HTS	PGC1a acetyl inh	PglD DTNB	LGR2 antag	ERAP1 inh
2	C=C(C(=O)c1ccccc1)C(NC(C)(C)C)c1ccccc1 (stereo unspecified)	28	x	x	101*	4

The list goes on.
The line under a structure holds: EWS-Fli inh	FN deposit inh	S100A4 inh HTS	PGC1a acetyl inh	PAX8 inh HTS	PglD DTNB	LGR2 antag	ERAP1 inh
11) CC1CCCC(CC(=O)O)(CC(=O)O)C1 (stereo unspecified)
→ -31	0	-8	-15	5	-1	13	1
12) CCCS(=O)(=O)Nc1c(OC)ccc2c1c(C(=O)OCC)c(C)n2C
→ -2	-5	1	x	18	x	2	-3
13) CN(C)/N=C1\CCS(=O)(=O)c2sccc21
→ -3	-9	1	x	8	x	12	2
14) CC(c1ccc(Br)cc1)N1CC23C=CC(O2)C(C(=O)O)C3C1=O (stereo unspecified)
→ -2	-1	-2	x	7	0	11	-2
15) C[C@@H]1CN([C@@H](C)CO)C(=O)Cc2cc(NC(=O)CCCN(C)C)ccc2O[C@H]1CN(C)S(=O)(=O)c1ccc(Cl)cc1
→ 12	x	-3	0	1	1	-12	-9
16) Cc1noc(C)c1S(=O)(=O)Nc1ccc2c(c1)C(=O)N([C@@H](C)CO)C[C@@H](C)[C@@H](CN(C)C(=O)Cc1ccccc1)OCCCC[C@@H](C)O2
→ -8	x	6	26	-5	0	-6	1
17) O=C1C2CCCN2C(c2ccccc2)N1c1nccs1 (stereo unspecified)
→ x	0	x	-18	6	-5	x	x
18) CCN(C[C@H]1N[C@@](CC)(C(=O)OC)[C@H]2C(=O)N(Cc3ccccc3)C(=O)[C@@H]12)C(=O)NC(C)C
→ -3	3	-3	x	-10	-4	4	-4
19) Cc1cccc(Cc2nnc(CCC(=O)N(CC3CC3)CC3CCCO3)o2)c1 (stereo unspecified)
→ -37	-3	1	x	-123	x	-31	-4
20) COc1ccc(CCNc2oc(COc3ccccc3)nc2C#N)cc1
→ x	2	x	-25	-22	5	x	x

Next section:
The line under a structure holds: EWS-Fli inh	FN deposit inh	S100A4 inh HTS	PGC1a acetyl inh	PAX8 inh HTS	PglD DTNB	LGR2 antag	ERAP1 inh
21) CCNC(=O)C[C@@H]1CC[C@@H]2[C@H](COc3ccc(NC(=O)Nc4ccc(F)cc4)cc3C(=O)N2C)O1
→ -1	-10	-1	2	4	-1	-8	0
22) CCc1nnc(NC(=O)CSc2nccn2-c2cc(C)cc(C)c2)s1
→ 3	-7	-6	1	-1	-2	-20	-4
23) Cc1noc(C)c1NC(=O)Nc1ccc2c(c1)C(=O)N([C@H](C)CO)C[C@H](C)[C@@H](CN(C)C)OCCCC[C@@H](C)O2
→ -11	x	x	8	-19	x	11	x
24) C[C@@H]1CN([C@@H](C)CO)C(=O)c2cc(NS(=O)(=O)c3ccc(F)cc3)ccc2O[C@@H](C)CCCCO[C@H]1CN(C)C
→ -4	-2	7	1	-18	1	1	-1
25) COc1ccc(-c2cn(CC[C@@H]3CC[C@@H](NC(=O)Cc4ccccn4)[C@H](CO)O3)nn2)cc1
→ -6	x	-37	-4	-28	2	10	-2
26) CC=Cc1ccc2n(c1=O)C[C@H]1[C@H](CO)[C@@H](C(=O)NCCC)N(Cc3cccnc3)[C@@H]21 (mixture of isomers)
→ 7	x	-3	x	x	2	-2	-2
27) O=C(O)C[C@@H]1CC[C@H](NC(=O)CCN2CCCCC2)[C@H](CO)O1
→ x	-2	2	-22	-17	x	-5	0
28) CCN(CC(=O)Nc1ccc(NC(C)=O)cc1)C(=O)c1ccc(NC2CC2)c([N+](=O)[O-])c1
→ -5	6	1	-5	-9	-6	-26	7
29) Cc1c(C(=O)OCC(C)(C)CN(C)C)oc2ccccc12
→ x	2	x	2	-80	3	x	x
30) N/C(=N\OC(=O)CC1CCCCC1)c1cccnc1
→ -17	x	-2	14	x	-2	-31	-6

Three compounds already listed, sorted by the value under ERAP1 inh, descending:
no.	Structure	S100A4 inh HTS	PGC1a acetyl inh	PglD DTNB	LGR2 antag	ERAP1 inh
28	CCN(CC(=O)Nc1ccc(NC(C)=O)cc1)C(=O)c1ccc(NC2CC2)c([N+](=O)[O-])c1	1	-5	-6	-26	7
25	COc1ccc(-c2cn(CC[C@@H]3CC[C@@H](NC(=O)Cc4ccccn4)[C@H](CO)O3)nn2)cc1	-37	-4	2	10	-2
22	CCc1nnc(NC(=O)CSc2nccn2-c2cc(C)cc(C)c2)s1	-6	1	-2	-20	-4

More results:
The line under a structure holds: EWS-Fli inh	FN deposit inh	S100A4 inh HTS	PGC1a acetyl inh	PAX8 inh HTS	PglD DTNB	LGR2 antag	ERAP1 inh
31) Cc1ccc(S(=O)(=O)Nc2ccc3c(c2)C(=O)N([C@@H](C)CO)C[C@@H](C)[C@H](CN(C)Cc2ccc(C(F)(F)F)cc2)OCCCC[C@H](C)O3)cc1
→ 69*	7	29	27	106*	2	31	0
32) CCCNC(=S)N1CCC(NC(=O)c2ccc(C)cc2)CC1
→ -5	6	0	6	13	2	-17	2
33) COc1ccc(C(CCN2CCCC2)c2c(OC)cc(OC)c3c(-c4ccccc4)cc(=O)oc23)cc1 (stereo unspecified)
→ 3	-1	-1	x	14	2	-14	x
34) COc1ccc(CNC(=O)c2ccc[nH]2)cc1
→ 7	-3	-2	x	4	-2	x	0
35) O=[N+]([O-])c1cccc(S(=O)(=O)c2cccc([N+](=O)[O-])c2)c1
→ -1	x	-2	0	1	x	-13	10
36) Clc1c2c(nc3ccccc13)CCC2
→ -4	-5	-2	5	9	2	-6	-2
37) Cc1cc(Br)ccc1OCCN1CC(C)OC(C)C1 (stereo unspecified)
→ -3	2	2	-16	9	x	-23	12
38) O=C(CC1S/C(=N/N=C/c2ccco2)NC1=O)Nc1ccccc1 (stereo unspecified)
→ 5	10	-12	x	1	-5	5	-3
39) COC(=O)C(CC(C)C)NC(=O)c1cccs1 (stereo unspecified)
→ -11	8	1	-3	-4	3	-21	3
40) COc1ccc(C(=O)NCC(=O)OCc2nc(N)nc(Nc3ccccc3C)n2)cc1
→ -5	-7	-3	x	-5	x	2	-5

Some values from the results shown.
O=[N+]([O-])c1cccc(S(=O)(=O)c2cccc([N+](=O)[O-])c2)c1 – ERAP1 inh = 10
Cc1ccc(S(=O)(=O)Nc2ccc3c(c2)C(=O)N([C@@H](C)CO)C[C@@H](C)[C@H](CN(C)Cc2ccc(C(F)(F)F)cc2)OCCCC[C@H](C)O3)cc1 – ERAP1 inh = 0
COc1ccc(C(=O)NCC(=O)OCc2nc(N)nc(Nc3ccccc3C)n2)cc1 – PAX8 inh HTS = -5

Returning to the listing, starting two compounds before the break.
The line under a structure holds: EWS-Fli inh	FN deposit inh	S100A4 inh HTS	PGC1a acetyl inh	PAX8 inh HTS	PglD DTNB	LGR2 antag	ERAP1 inh
39) COC(=O)C(CC(C)C)NC(=O)c1cccs1 (stereo unspecified)
→ -11	8	1	-3	-4	3	-21	3
40) COc1ccc(C(=O)NCC(=O)OCc2nc(N)nc(Nc3ccccc3C)n2)cc1
→ -5	-7	-3	x	-5	x	2	-5
41) COc1nc(-c2ccc(Cl)cc2)nnc1C
→ -4	1	3	x	-2	x	-17	-3
42) C[C@@H]1CN([C@H](C)CO)C(=O)Cc2cc(N(C)C)ccc2O[C@@H]1CN(C)S(=O)(=O)c1cn(C)cn1
→ -16	-2	-24	6	1	-4	-6	-3
43) CCN(CC(=O)Nc1ccc(Br)cc1)C(=O)c1nc2nc(C)cc(C)n2n1
→ 0	2	-2	x	-11	1	-4	2
44) C/C=C\C=C/C(=O)Nc1cccc(C2=NOC3(C2)C[C@@H](C(N)=O)N(C(=O)CCCCC)C3)c1 (stereo partly specified)
→ -11	-8	1	x	-3	-2	-12	3
45) CCC(C(=O)NCc1ccccc1)n1c(-c2ccc3c(c2)CCO3)nc2ccccc21 (stereo unspecified)
→ -8	-2	-4	x	4	x	-11	-2
46) CCN(C[C@H]1N[C@@](CC)(C(=O)OC)[C@H]2C(=O)N(C)C(=O)[C@@H]12)S(=O)(=O)c1ccc(F)cc1
→ -2	-6	-1	x	-4	1	-8	-4
47) Cc1ccc(S(=O)(=O)Nc2cccc3c2O[C@@H](CN(C)C(=O)Nc2c(C)noc2C)[C@@H](C)CN([C@H](C)CO)C3=O)cc1
→ -15	x	-3	0	10	1	0	-6
48) O=C(Nc1c2c(nn1-c1ccccc1)CS(=O)(=O)C2)c1ccco1
→ -7	6	1	6	1	-1	0	4
49) CCOC(=O)c1ccc(N2C(=O)CC(C)(CC)CC2=O)cc1
→ 1	-11	-3	x	27	x	2	0
50) Cc1cccc(Oc2ccccc2NC(=O)C2=COCCO2)c1
→ 7	3	-7	-61	4	1	0	-1
51) CC(=O)NCCc1nc2cc(NC(=O)Nc3ccccc3)ccc2n1C
→ -20	-3	-1	-13	-26	2	5	1
52) C[C@H]1CN([C@@H](C)CO)C(=O)c2cccc(NS(C)(=O)=O)c2O[C@H]1CN(C)Cc1ccc(C(F)(F)F)cc1
→ -3	x	-19	-32	3	2	6	-4
